Source: PubChem (Broad Institute)
PAX8 reporter: inhibitors of PAX8 transcriptional activity in RMG-I cells | RMG-I TPO-luciferase reporter, SteadyGlo, 24 h | AID 652154 | inhibition, % at 12.6 µM | 360,000 tested, 1.2% active;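 active = mean replicate inhibition at least 60% with every replicate also reaching 60%; inconclusive = only one of the two criteria is met; inactive = mean below 60% and not all replicates reaching 60%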;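 note: luciferase light reporting Pax8 driven TPO promoter activity; plate controls were median of neutral control wells for no effect and mitoxantrone controls for full effect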
CASP6 VEID inh: blocks human caspase-6 cleavage activity; 350,000 tested, 0.53% active; purified caspase-6, Z-VEID-R110 cleavage fluorescence; inhibition, % at 12.5 µM;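 active = mean inhibition across replicates at least about 35%, with every replicate also reaching that limit, limit read from the data; inconclusive = only one of the two criteria met; inactive = neither criterion met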;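 note: 0% = median of neutral control wells and 100% = no fluorescence left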
Target sequence (P55212 24-179 limits assumed): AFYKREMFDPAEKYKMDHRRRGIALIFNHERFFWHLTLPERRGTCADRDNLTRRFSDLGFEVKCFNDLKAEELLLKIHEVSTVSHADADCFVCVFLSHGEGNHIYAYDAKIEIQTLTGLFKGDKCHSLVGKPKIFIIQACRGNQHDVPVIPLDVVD
Target sequence (P55212 194-293 limits assumed): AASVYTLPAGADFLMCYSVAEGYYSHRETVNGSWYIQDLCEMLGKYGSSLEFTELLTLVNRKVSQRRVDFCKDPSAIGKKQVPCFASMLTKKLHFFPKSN
EWS-Fli block: inhibitors of EWS/Fli oncoprotein transcriptional activity; A673 NR0B1-luciferase reporter, viability-normalised; inhibition, % at 12.6 µM; 350,000 tested, 0.67% active;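 active = mean inhibition of at least 50% after viability correction, with every replicate also passing that limit; inconclusive = mean reaches 50% but only one of two replicates passes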;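 note: firefly luciferase signal divided by Alamar Blue viability fluorescence both relative to DMSO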
LGR2 inh: blocks bursicon-induced cAMP signaling via Drosophila LGR2; HEK293 LGR2, CRE-luciferase, bursicon-stimulated, 4 h; inhibition, % at 9.99 µM; 380,000 tested, 0.35% active; AID 720647;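 active = drop in luminescence signal, shown as inhibition above about 50% in the replicate tests, limit read from the data, passing the limit was not always enough; inconclusive = probably only some replicates passing the limit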;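 note: agonist challenge used bursicon conditioned medium at about half maximal strength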
ARNT TACC3 PPI: disruptors of human ARNT/TACC3 interaction. AlphaScreen His-ARNT PAS-B/GST-TACC3 binding, luminescence; TACC3 fragment carries E629A point mutation. inhibition, % at 9.99 µM. 390,000 tested, 0.66% active;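 active = mean inhibition of replicates at least 50% and at least half of replicates each reaching 50%; inconclusive = half or more replicates reach 50% but mean below 50%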;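 note: 0% = complete ARNT plus TACC3 wells and 100% = ARNT alone without TACC3; many hits fall short of the cut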
SIRT5 block: blocks human SIRT5 desuccinylation of peptide; Purified SirT5, succinyl-peptide AMC, trypsin-coupled fluorescence; inhibition, % at 15 µM; 330,000 tested, 1.1% active; AID 652115; in the data active = inhibition above about 15%; inconclusive = no clear call, values can overlap the other calls
Target sequence (Q9NXA8 whole entry, looked up): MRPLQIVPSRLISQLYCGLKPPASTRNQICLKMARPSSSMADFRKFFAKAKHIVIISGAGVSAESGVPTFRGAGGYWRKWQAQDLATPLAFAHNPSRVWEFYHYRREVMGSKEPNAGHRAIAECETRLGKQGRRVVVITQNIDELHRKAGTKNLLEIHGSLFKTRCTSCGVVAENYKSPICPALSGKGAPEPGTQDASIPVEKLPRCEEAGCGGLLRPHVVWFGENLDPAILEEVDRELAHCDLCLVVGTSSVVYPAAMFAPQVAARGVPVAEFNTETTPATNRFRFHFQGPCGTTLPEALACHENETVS
DENV2 CPE rescue: inhibitors of DENV2 cytopathic effect. DENV2-infected cells, cytopathic effect rescue, plate reader. AID 651640. CPE inhibition, % at 9.99 µM. 350,000 tested, 1.7% active; in the data active = CPE inhibition above about 20%, passing the limit was not always enough; inconclusive = no clear call, values can overlap the other calls; tested in BHK-21 cells;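 note: 0% = median of neutral control wells and 100% = median of positive control wells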
Numbers without * were called inactive; ? = inconclusive; . = no result given.

SMILES	PAX8 reporter	CASP6 VEID inh	EWS-Fli block	LGR2 inh	ARNT TACC3 PPI	SIRT5 block	DENV2 CPE rescue
C[C@@H]1CN([C@@H](C)CO)C(=O)c2cc(NC(=O)NC3CCCCC3)ccc2O[C@@H](C)CCCCO[C@H]1CN(C)C(=O)CCCN(C)C	-4	0	0	20	-6	-4	-1
COc1ccc(CNC(=O)COC(=O)c2cc(S(=O)(=O)N3CCOCC3)ccc2O)cc1OC	-7	3	7	-4	-1	.	18
CCCn1nnnc1NCc1ccc(F)cc1	9	-2	2	5	2	4	-4
COCC1CCN(C(=O)c2cc(COc3ccc(F)cc3F)on2)C1 (configuration not stated)	-11	-1	-12	9	2	1	13
Cc1ccccc1C(=O)Nc1ccccc1C(=O)NC1CC1	-2	1	.	-13	-32	-2	-6
COc1ccc(C(=O)O)cc1S(=O)(=O)N(C)C	24	0	6	-4	-3	-2	.
CCc1cccc(NC(=O)c2cnn(-c3ccccc3)c2C)c1	-180	-2	-98	-17	-4	1	3
CC(C)NC(=O)N1CCCCN2[C@H](C1)[C@@H](c1ccc(C#Cc3ccccc3)cc1)[C@@H]2CO	8	4	2	22	-2	3	4
COc1ccc2c3c(n(C)c2c1)[C@H](CO)N(C(=O)CN(C)C)CC31CN(C(=O)NC(C)C)C1	.	.	-1	12	.	.	-8
O=C(Cc1ccncc1)Nc1ccc2c(c1)[C@H]1C[C@@H](CC(=O)N3CCOCC3)O[C@@H](CO)[C@H]1O2	-2	.	8	-10	3	.	-5
COc1ccc(NC(=O)N[C@H]2CC[C@@H](CC(=O)NC3CCC3)O[C@H]2CO)cc1	-3	-2	-1	-9	-4	4	-1
CC(C)C[C@@H]1COc2cc(N3CCOCC3)ccc2S(=O)(=O)N1	3	-2	0	-4	.	-2	-11
CN(C)C(=O)CCc1ccc2c3c([nH]c2c1)[C@]1(C)[C@@H](C(=O)N2CCCCC2)C[C@H](CC(=O)NCc2cccc(C(F)(F)F)c2)C(=O)N1CC3	20	2	3	7	.	6	-9
CC(=O)c1ccc(OCC(=O)N(C)C2CCS(=O)(=O)C2)cc1 (configuration not stated)	9	-1	0	16	.	.	6
CCOC(=O)[C@]12CCCC=C1N(CCC1=CCCCC1)C(=O)[C@H](CC(=O)NCc1cccc(C(F)(F)F)c1)C2	9	-3	6	4	.	-1	14
Cc1nn(-c2ccccc2)c(N2CCCCC2)c1/C=N/O	.	-1	5	0	-1	-4	1
COCCN(C(=O)CN1CCc2ccccc21)c1c(N)n(Cc2ccccc2)c(=O)[nH]c1=O	2	5	11	-8	-1	0	-4
CCNC(=O)N(C)C[C@H]1N[C@@](Cc2ccccc2)(C(=O)OC)[C@H]2C(=O)N(C)C(=O)[C@@H]12	-2	-1	-1	-5	-3	.	0
CO[C@H]1CN(C)C(=O)c2cc(NC(=O)c3nc4ccccc4s3)ccc2OC[C@H](C)N(Cc2cncnc2)C[C@@H]1C	.	.	-12	-12	-4	15*	-2
O=C(NCCN1CCCCC1)Nc1ccc(F)cc1	2	0	3	-1	-4	.	0
COc1cc(OC)c(OC)cc1/C=N/NC(=O)c1ccc(=O)n(C)c1	-16	.	.	24	0	.	.
CC(Sc1nnc(-c2ccco2)o1)C(=O)Nc1ccc(OC(F)F)cc1 (configuration not stated)	-6	1	-3	-8	7	1	-9
COc1ccc([N+](=O)[O-])cc1NC(=O)C(C)N(C)Cc1cccc(OC)c1OC (configuration not stated)	17	2	5	2	4	-2	-5
CNC[C@H]1OCCCC[C@@H](C)Oc2ccc(NC(=O)c3ccncc3)cc2C(=O)N([C@@H](C)CO)C[C@H]1C	6	-4	-4	-9	-3	4	.
C[C@@H]1CN([C@@H](C)CO)C(=O)c2cc(NC(=O)Nc3ccccc3)ccc2O[C@@H]1CN(C)C(=O)Nc1ccc(C(F)(F)F)cc1	.	0	8	10	-8	11	-4
C[C@@H]1CN([C@@H](C)CO)C(=O)c2cc(C#CCC3CCCC3)cnc2O[C@@H]1CN(C)C(=O)c1cnccn1	.	3	-4	0	8	-1	-4
Cc1ccc(S(=O)(=O)N2CCN(C(=O)[C@H](Cc3ccccc3)NC(=O)c3ccco3)CC2)cc1C	15	1	7	8	1	-4	-1
CCN(CCn1cccn1)C(=O)CC1C(=O)NCCN1Cc1ccc(OC)c(OC)c1 (configuration not stated)	2	-1	2	-4	-1	1	6
CC1CN(S(=O)(=O)c2cccc(C(=O)Nc3ccccc3N3CCOCC3)c2)CC(C)O1 (configuration not stated)	8	3	20	10	-5	0	-3
O=C(C[C@H]1C=C[C@H](NC(=O)c2ccncc2)[C@@H](CO)O1)Nc1ccccc1	.	0	-8	2	.	-1	-6
O=C(Nc1ccc(S(=O)(=O)Nc2nccs2)cc1)C(F)(F)F	-6	-1	-6	6	-5	-2	-1
COc1ccc(NC(=O)N(C)C[C@H]2OCCCC[C@@H](C)Oc3ccc(NC(=O)Cc4ccccc4)cc3C(=O)N([C@@H](C)CO)C[C@H]2C)cc1	.	-4	3	2	6	-9	-4
COc1ccc(/C=N/OCC(=O)OCC(=O)N(C)c2ccccc2)cc1	4	-5	-12	-4	5	-4	3
O=C(C[C@H]1CC[C@H]2[C@@H](COC[C@@H](O)CN2C(=O)c2ccc(F)cc2)O1)N1CCCCC1	-13	-1	-6	9	-3	0	0
Cc1cc(C)c(NC(=O)Nc2ccccc2C)c(Cl)c1	5	0	-3	-8	15	-2	-1
CC(C)OC(=O)c1ccc(N2CCN(c3ccc(F)cc3)CC2)nc1	-10	-3	10	-3	28	-4	0
Cc1ccc2oc(=O)c3cnn(CC(=O)N(CCN(C)C)Cc4ccco4)c3c2c1	-8	-4	-1	-21	-3	5	-1
CC(C)(C)[S@@](=O)N1Cc2cc(C(=O)NCc3ccc4c(c3)OCO4)nc(-c3cccc(-c4cccnc4)c3)c2[C@H]1CCO	19	-2	4	-21	-5	0	-1
O=C(Nc1ccccc1F)N[C@H]1CC[C@@H](CCNS(=O)(=O)c2ccccc2)O[C@@H]1CO	-3	0	3	-21	-3	14	10
O=C(COC(=O)c1cc(S(=O)(=O)N2CCOCC2)ccc1F)c1ccccc1	-10	1	3	4	.	-1	2
COc1ccccc1-c1cnc2c(c1)C(=O)N([C@@H](C)CO)C[C@H](C)[C@H](CN(C)C(=O)CC1CC1)O2	.	-1	-5	-3	-5	-1	1
C[C@H]1CN([C@@H](C)CO)C(=O)c2cc(NS(=O)(=O)c3cn(C)cn3)ccc2O[C@H]1CN(C)S(=O)(=O)c1cn(C)cn1	-1	.	-7	0	.	.	.
CC(=O)c1c(C)[nH]c(C(=O)OCC(=O)NC(C)c2ccccc2)c1C (configuration not stated)	.	-2	-8	2	.	-4	14
O=C(COC(=O)c1ncc(Cl)c(Cl)c1Cl)Nc1ccccc1OC(F)F	45	6	15	12	9	3	-6
Cn1c(=O)[nH]c(=O)c2c1nc(N1CCCCCC1)n2CCOc1ccccc1	-7	2	11	.	-8	-6	2
COc1ccc(S(=O)(=O)N(C)C[C@@H]2OCc3cn(nn3)CCCC(=O)N([C@@H](C)CO)C[C@@H]2C)cc1	.	-2	-2	10	-4	-4	6
COC(=O)[C@]1(C)N[C@H](CN(C)C(=O)Nc2ccc(C(F)(F)F)cc2)[C@@H]2C(=O)N(C)C(=O)[C@@H]21	-21	0	-6	5	-1	-1	1
Cc1ccccc1S(=O)(=O)N1CC(=O)N2[C@H](CO)[C@@H](c3ccc(C#CC4CC4)cc3)[C@H]2C1	8	1	-4	4	.	5	5
Cc1cc(C(=O)NNC(=O)COc2c(C)cc(Br)cc2C)n[nH]1	6	-1	.	2	-8	4	1
O=c1cc2c(nn1Cc1ccccc1)-c1ccccc1CC2	7	4	2	10	-3	-2	-3
Further records.
SMILES	PAX8 reporter	CASP6 VEID inh	EWS-Fli block	LGR2 inh	ARNT TACC3 PPI	SIRT5 block	DENV2 CPE rescue
Cc1ccccc1OCCC(=O)Nc1ccccc1C(=O)N1CCCCC1	3	-2	2	10	2	-2	-12
COc1ccc(-c2noc(-c3cc(C)cc(C)c3)n2)cc1OC	-10	1	-17	-1	-2	.	-6
Cc1cccc(NC(=O)CN(C)S(=O)(=O)c2cccc3cccnc23)c1	9	2	10	7	6	.	-4
CC1CC(C)CN(C(=O)c2ccc(Br)c(S(=O)(=O)N3CCOCC3)c2)C1 (configuration not stated)	6	-1	6	4	1	0	0
C[C@@H](NC(=O)C[C@@H]1CC[C@H](NC(=O)C2CCOCC2)[C@H](CO)O1)c1ccccc1	-2	-2	-3	12	-6	-1	7
CC(C)/C=N/NC(=O)c1cccc(N2CCCC2=O)c1	-20	-1	-13	-6	7	2	4
CC1CCN(c2c(NCC3CCC(C(=O)NCCc4ccc(Cl)cc4)CC3)c(=O)c2=O)CC1 (configuration not stated)	18	0	-3	3	-8	-3	0
O=C([C@@H]1N[C@@H]2c3ccc(-c4ccccc4F)c(=O)n3C[C@@H]2[C@H]1CO)N1CCc2ccccc2C1	25	3	2	0	-1	-8	-1
CC(C)CN(CC(C)C)CC(O)COc1ccc([N+](=O)[O-])cc1 (configuration not stated)	3	0	9	0	-7	0	3
O=C(CSc1nc2ccccc2c(=O)[nH]1)Nc1ccc(N2CCOCC2)cc1	9	58*	-6	-3	0	-1	?
COc1cccc(/C=C(/C(=O)OCC(=O)NC2CCCCCCC2)c2ccccc2)c1	23	3	-6	6	0	11	3
CCN(CC)C(=O)c1[nH]cnc1C(=O)NCC(=O)OCc1ccccc1	-15	0	-3	30	-6	-5	0
CCOC(=O)C1(C)CCCCN1C(=O)c1ccnc(Cl)c1 (configuration not stated)	-22	0	-3	10	.	-3	18
CCCC(=O)Nc1cccc(-c2cn3cccnc3n2)c1	-17	3	-28	-3	2	-37	-8
COc1ccc(-c2cc(-c3ccccc3)c(C#N)c(SCC(=O)Nc3ncc(C)s3)n2)cc1	34	.	.	6	1	.	.
COC(=O)NNC(=S)NCc1ccc(C)cc1	-11	.	.	-4	-37	.	.
O=S(c1ccccc1)c1ccccc1	7	-1	4	5	17	-8	4
CN(CC(=O)NCc1ccncc1)S(=O)(=O)c1ccc(F)cc1	.	3	3	-18	4	-2	4
OCCN(CCCn1c(C(F)(F)F)nc2ccccc21)c1nc(CN2CCCCC2)cs1	8	-10	2	6	-5	.	-8
C[C@H]1CN([C@@H](C)CO)C(=O)c2cc(C#Cc3ccccc3F)cnc2O[C@@H]1CN(C)C(=O)c1ccc2c(c1)OCO2	.	3	1	2	3	6	0
COc1ccc(OCCSc2nc(C)nc3ccccc23)cc1	0	5	7	8	-4	-3	2
O=c1c2ccccc2c(C=Nc2ccc(O)cc2)c(O)n1Cc1ccccc1	-58	0	-38	-51	-6	-13	-7
CC(=O)c1cccc(NS(=O)(=O)c2ccc(NC(=O)N3CCCCC3)cc2)c1	22	-1	.	4	-1	-3	2
Cn1c(N)c(C(=O)COC(=O)Cc2ccc(F)cc2)c(=O)n(C)c1=O	-4	1	5	5	-4	1	-6
O=C1O[C@@H](c2ccccc2)[C@@H](c2ccccc2)N2[C@@H](c3ccccc3OCCO)[C@]3(C(=O)Nc4ccc(C#CC5(O)CCCCCC5)cc43)[C@@H](C(=O)N3CCCCCCC3)[C@H]12	37	1	7	.	15	5	-2
Fc1ccccc1N1CCN(Cc2nc(-c3ccccc3)no2)CC1	.	2	19	-4	-6	-2	6
Cc1ccc(NC(=O)N[C@@H](CC(C)C)C(=O)O)c(C)c1	14	4	0	0	-15	0	-3
COc1ccc(N(C(=O)c2snc(C(N)=O)c2N)C(C(=O)NC2CCCC2)c2cccs2)c(OC)c1 (configuration not stated)	20	1	20	5	-6	-2	-6

Among those listed so far, these have two or more sulfur atoms.
SMILES	PAX8 reporter	CASP6 VEID inh	EWS-Fli block	LGR2 inh	ARNT TACC3 PPI	SIRT5 block	DENV2 CPE rescue
O=C(Nc1ccc(S(=O)(=O)Nc2nccs2)cc1)C(F)(F)F	-6	-1	-6	6	-5	-2	-1
C[C@H]1CN([C@@H](C)CO)C(=O)c2cc(NS(=O)(=O)c3cn(C)cn3)ccc2O[C@H]1CN(C)S(=O)(=O)c1cn(C)cn1	-1	.	-7	0	.	.	.
COc1ccc(-c2cc(-c3ccccc3)c(C#N)c(SCC(=O)Nc3ncc(C)s3)n2)cc1	34	.	.	6	1	.	.
COc1ccc(N(C(=O)c2snc(C(N)=O)c2N)C(C(=O)NC2CCCC2)c2cccs2)c(OC)c1 (configuration not stated)	20	1	20	5	-6	-2	-6
